IDH1 R132H inh: qHTS for Inhibitors of mutant isocitrate dehydrogenase 1 (IDH1): qHTS; Potency, µM (highest dose often 76.6 µM), for the others: at the highest dose activity change, negative = inhibition, most hits filed as inhibitors; Isocitrate dehydrogenase [NADP] cytoplasmic (Homo sapiens), O75874; IDH1-R132H enzyme, NADPH consumption, diaphorase/resazurin fluorescence; AID 602179, 2012; 390,000 tested, 0.093% active; further: potency means the concentration at half of the fitted maximal effect; on the % scale 0 is the no-effect control and ±100 the full control effect; nearly all actives have a fitted effect of over 65% in size
Target sequence (O75874 whole entry R132H, stated change not applied): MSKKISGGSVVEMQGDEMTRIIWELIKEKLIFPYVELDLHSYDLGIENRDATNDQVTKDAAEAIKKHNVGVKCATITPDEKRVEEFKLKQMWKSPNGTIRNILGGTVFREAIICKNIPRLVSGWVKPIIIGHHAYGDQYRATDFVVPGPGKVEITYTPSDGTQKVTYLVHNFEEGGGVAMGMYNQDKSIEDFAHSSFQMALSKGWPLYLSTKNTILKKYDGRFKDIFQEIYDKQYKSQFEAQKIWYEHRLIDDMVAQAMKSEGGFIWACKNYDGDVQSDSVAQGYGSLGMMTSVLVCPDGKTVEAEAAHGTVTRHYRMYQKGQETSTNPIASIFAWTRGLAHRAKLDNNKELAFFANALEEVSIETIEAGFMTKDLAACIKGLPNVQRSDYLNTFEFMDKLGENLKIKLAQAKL
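IDH1-R132H (0.5 ug/mL dispensed) in pH 7.5 Tris buffer was preincubated 30 min with compound, then given a substrate mix of 0.016 mM NADPH and 2 mM alpha-KG for 80 min at room temperature; remaining NADPH was read by diaphorase/resazurin fluorescence.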
Vif-APOBEC3G blk: qHTS for Inhibitors of Vif-A3G Interactions: qHTS; DNA dC->dU-editing enzyme APOBEC-3G (Homo sapiens), Q9HC16; HeLa A3G-eYFP + Vif (tagged APOBEC3G with the HIV-1 protein that degrades it), YFP fluorescence, overnight; Potency, µM (highest dose often 46.1 µM), without a hit: at the highest dose activity, negative = active, most hits filed as inhibitors; 410,000 tested, 0.076% active;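 further: potency means the concentration at half of the fitted maximal effect; on the % scale 0 is the no-effect control and ±100 the full control effect; nearly all actives have a fitted effect of over 60% in size; hits raise eYFP signal because A3G escapes Vif-driven loss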
Target sequence (Q9HC16 whole entry, looked up): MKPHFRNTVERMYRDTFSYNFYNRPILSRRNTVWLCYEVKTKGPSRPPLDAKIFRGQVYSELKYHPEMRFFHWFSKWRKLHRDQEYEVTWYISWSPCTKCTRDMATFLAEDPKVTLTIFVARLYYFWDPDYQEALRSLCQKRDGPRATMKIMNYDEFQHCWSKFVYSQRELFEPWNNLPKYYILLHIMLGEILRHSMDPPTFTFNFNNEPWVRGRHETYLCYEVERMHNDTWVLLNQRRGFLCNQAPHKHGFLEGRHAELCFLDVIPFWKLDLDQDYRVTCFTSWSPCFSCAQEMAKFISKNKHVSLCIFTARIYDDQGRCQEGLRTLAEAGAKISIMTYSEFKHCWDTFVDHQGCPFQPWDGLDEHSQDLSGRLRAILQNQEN
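Read-out is eYFP fluorescence (Ex 488/Em 500-530) from Vif-expressing HeLa A3G-eYFP cells; more signal means A3G escaped Vif-mediated degradation. Cells plated overnight, compound pinned in, incubated overnight at 37 deg C.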
USP1 inh: Inhibitors of USP1/UAF1: Primary Screen; AID 743255, 2014; Ubiquitin carboxyl-terminal hydrolase 1 (Homo sapiens), O94782; recombinant USP1/UAF1, Ub-Rhodamine cleavage fluorescence; 390,000 tested, 0.23% active; Potency, µM (series often up to 57.1 µM), for the others: at the top dose activity change, negative = inhibition, hits mostly inhibitors; further: potency means the concentration at half of the fitted maximal effect; on the % scale 0 is the no-effect control and ±100 the full control effect; nearly all actives have a fitted effect of over 60% in size; inactives centre near -12
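USP1/UAF1 complex (1 nM) preincubated 15 min at room temperature with compound, then Ub-Rho substrate (150 nM final) added. Kinetic fluorescence at 480/540 nm over 6 reads at 60 s intervals; 50 mM HEPES pH 7.8, 0.5 mM EDTA, 0.1 mg/ml BSA, 1 mM TCEP, 0.01% Tween-20.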
Vif-APOBEC3F blk: qHTS for Inhibitors of Vif-A3F Interactions: qHTS. HeLa A3F-eYFP + Vif (tagged APOBEC3F with the HIV-1 protein that degrades it), YFP fluorescence increase. Potency, µM (titrated, usually from 46.1 µM), inactives show at the top dose activity, negative = active. 390,000 tested, 0.2% active. AID 602313, 2012; further: potency means the concentration at half of the fitted maximal effect; % of control where 0% means no effect; nearly all actives have a fitted effect of over 65% in size
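HeLa cells stably expressing A3F-eYFP plus Vif, plated and incubated overnight at 37 deg C, then exposed to compounds overnight at 37 deg C. Blocked degradation read as raised yellow fluorescence (Ex 488/Em 500-530).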
Glioma ERSR ind: qHTS for Inducers of the Endoplasmic Reticulum Stress Response (ERSR) in Human Glioma: qHTS. U87-MG GRP78 promoter luciferase reporter, 16 h. Potency, µM, for inactives: at the top dose activation, hits mostly activators. 420,000 tested, 0.02% active; further: potency means the concentration at half of the fitted maximal effect; series mostly up to about 76 µM; % of control where 0% means no effect; nearly all actives have a fitted effect of over 35% in size
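Stably transfected U87-MG glioma cells carrying a GRP78-based luciferase sensor; 16 h compound incubation. Luminescence end-point read 10 min after Bright-Glo addition at room temperature.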
TrxR1 inh: qHTS Assay for Inhibitors of Mammalian Selenoprotein Thioredoxin Reductase 1 (TrxR1): qHTS; recombinant rTrxR1, NADPH fluorescence consumption, selenite substrate; Potency, µM (series often up to 114 µM), for inactives: at the top dose activity change, negative = inhibition, usual class: inhibitors; 390,000 tested, 1% active; AID 588453, 2011; further: potency means the concentration at half of the fitted maximal effect; on the % scale 0 is the no-effect control and ±100 the full control effect; nearly all actives have a fitted effect of over 65% in size
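Rat TrxR1 (90 nM in the dispensed reagent) was pre-reduced with 400 uM NADPH for 5 min at room temperature, then incubated with compound for 15 min. After 400 uM selenite was added, NADPH fluorescence (Ex 340/Em 450 nm) was followed for 8 min.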
RGS4 inh: Inhibitors of Regulator of G Protein Signaling (RGS) 4: qHTS | Regulator of G-protein signaling 4 (Homo sapiens), P49798 | Transcreener GDP fluorescence polarization, RGS4-accelerated GTP hydrolysis | Potency, µM (series often up to 114 µM), for the others: at the top dose activity change, negative = inhibition, usual class: inhibitors | 390,000 tested, 0.039% active | AID 504845, 2011; further: potency means the concentration at half of the fitted maximal effect; on the % scale 0 is the no-effect control and ±100 the full control effect; nearly all actives have a fitted effect of over 75% in size; some results filed as inactive show a strong effect at the top dose
Target sequence (P49798 whole entry, looked up): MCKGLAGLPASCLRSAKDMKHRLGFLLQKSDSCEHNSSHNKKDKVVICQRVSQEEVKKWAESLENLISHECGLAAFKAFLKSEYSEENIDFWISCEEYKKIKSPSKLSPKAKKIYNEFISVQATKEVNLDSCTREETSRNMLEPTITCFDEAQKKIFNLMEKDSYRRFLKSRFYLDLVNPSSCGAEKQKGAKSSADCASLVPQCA
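MLSMR compounds (23 nl, pin-transferred) preincubated 10 min at room temperature with a 500nM (2x) first reagent, then RGS4 at 900nM (2x) plus Transcreener GDP mix added; fluorescence polarization (620/688 nm) read before and after 90 min at 30 °C.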
LDHA inh: qHTS assay for inhibitors of human lactate dehydrogenase | L-lactate dehydrogenase A chain (Homo sapiens), P00338 | purified LDHA, NADH/diaphorase-resazurin fluorescence; active compounds read low | activity change, % (values are at about 110 or 230 µM) | 480,000 tested, 0.15% active | AID 1347041, 2019; in the data active means activity change below about -30%; inconclusive means mostly about -25% to -30%;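 further: plate controls were DMSO wells for no effect and wells without enzyme for full effect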
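Human LDH5 (2 nM) was incubated with 0.06 mM NADH and 0.2 mM pyruvate for 5 min at room temperature in Tris pH 7.4. Remaining NADH was coupled through diaphorase/resazurin, and resorufin fluorescence was read at 0 and 20 min.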
TrxR1 substrate: qHTS Assay for Substrates of Mammalian Selenoprotein Thioredoxin Reductase 1 (TrxR1): qHTS | Thioredoxin reductase 1, cytoplasmic (Rattus norvegicus), O89049 | purified TrxR1 substrate turnover, NADPH consumption readout | Potency, µM (series often up to 114 µM), without a hit: top-dose activity change, negative = substrate turnover | 390,000 tested, 0.01% active; further: potency means the concentration at half of the fitted maximal effect; on the % scale 0 is the no-effect control and ±100 the full control effect; nearly all actives have a fitted effect of over 50% in size
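Rat TrxR1, dispensed at 90 nM, was prereduced with 400 uM NADPH (final) for 5 min at ~22 deg C, then incubated with compound 15 min before 400 uM selenite. A first-read NADPH fluorescence drop versus no-compound background flagged substrates.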
Numbers without * were called inactive; [ ] = another dose, or the depositor's remark. Unless noted, the call rests on the fitted dose curve; in most records, active means well fitted curve in the direction sought with a large enough effect; inconclusive means small, poorly fitted or top-dose-only effect, or another doubt; inactive means no such curve, though single readings can be large; an effect the other way counts as inactive or inconclusive.

Results for CCc1ccccc1Nc1nn2c(=O)c3ccc(C(=O)NC4CCCCC4)cc3nc2s1 ?
IDH1 R132H inh: -6%; Vif-APOBEC3G blk: 3%; USP1 inh: -26%; Vif-APOBEC3F blk: 6%; Glioma ERSR ind: -1%; TrxR1 inh: 22%; RGS4 inh: -2%; LDHA inh: -7; TrxR1 substrate: 5%

How did COc1ccc(-c2n[nH]c(C)c2-c2ccc(OC)c(OC)c2)c(O)c1 do in these assays?
IDH1 R132H inh: 23%; Vif-APOBEC3G blk: inconclusive; USP1 inh: -3%; Vif-APOBEC3F blk: -2%; Glioma ERSR ind: -6%; TrxR1 inh: -7%; RGS4 inh: 15%; LDHA inh: 3; TrxR1 substrate: -11%

What do the screens show for `CCCN(CCC)C(=O)c1ccc2c(c1)N(CC)C(=O)c1ccccc1S2(=O)=O`?
IDH1 R132H inh: 2%; Vif-APOBEC3G blk: -1%; USP1 inh: -25%; Vif-APOBEC3F blk: -9%; Glioma ERSR ind: -7%; TrxR1 inh: 18%; RGS4 inh: -19%; LDHA inh: -8; TrxR1 substrate: 5%

Results for Cc1cnc(NC(=O)c2cncc(Br)c2)s1 ?
IDH1 R132H inh: 18%; Vif-APOBEC3G blk: 0%; USP1 inh: -15%; Vif-APOBEC3F blk: -6%; Glioma ERSR ind: -2%; TrxR1 inh: 15%; RGS4 inh: -13%; LDHA inh: 3; TrxR1 substrate: 3%

What do the screens show for `CCc1ccc(NC(=O)C2(C)Cc3ccccc3C(=O)O2)cc1` (stereo unspecified)?
IDH1 R132H inh: 1%; Vif-APOBEC3G blk: -8%; USP1 inh: -18%; Vif-APOBEC3F blk: -15%; Glioma ERSR ind: 3%; TrxR1 inh: 17%[57.1 µM]; RGS4 inh: -20%; LDHA inh: -3; TrxR1 substrate: 3%[57.1 µM]

How did Cc1ccc(S(=O)(=O)c2nnn3c2nc(Nc2cccc(C)c2)c2ccccc23)cc1 do in these assays?
IDH1 R132H inh: -3%; Vif-APOBEC3G blk: 2%; USP1 inh: -18%; Vif-APOBEC3F blk: -2%; Glioma ERSR ind: -3%; TrxR1 inh: 17%[57.1 µM]; RGS4 inh: -10%; LDHA inh: -4; TrxR1 substrate: 31%[activator][57.1 µM]

How did COc1ccc(C(=O)/C=C/Nc2ccc(S(N)(=O)=O)cc2)cc1OC do in these assays?
IDH1 R132H inh: 11%; Vif-APOBEC3G blk: -3%; USP1 inh: -8%; Vif-APOBEC3F blk: -8%; Glioma ERSR ind: -3%; TrxR1 inh: 23%; RGS4 inh: 19%; LDHA inh: -4; TrxR1 substrate: 17%

How did CCOC(=O)c1cnn(-c2cc(Oc3ccccc3C)ncn2)c1N do in these assays?
IDH1 R132H inh: 6%; Vif-APOBEC3G blk: 0%; USP1 inh: -25%; Vif-APOBEC3F blk: -5%; Glioma ERSR ind: 0%; TrxR1 inh: 1%; RGS4 inh: -2%; LDHA inh: -4; TrxR1 substrate: -3%

How did O=C(NN1C(=O)C2C3C=CC(C4CC34)C2C1=O)c1ccc(Cl)cc1Cl (stereo unspecified) do in these assays?
IDH1 R132H inh: 15%; Vif-APOBEC3G blk: 2%; USP1 inh: -6%; Vif-APOBEC3F blk: -9%; Glioma ERSR ind: -6%; TrxR1 inh: -9%; RGS4 inh: 21%; LDHA inh: -1; TrxR1 substrate: -7%

How did CCc1cccc(NC(=O)C2CCCN2S(=O)(=O)c2ccccc2C(F)(F)F)c1 (stereo unspecified) do in these assays?
IDH1 R132H inh: 2%; Vif-APOBEC3G blk: -1%; USP1 inh: -20%; Vif-APOBEC3F blk: 2%; Glioma ERSR ind: -1%; TrxR1 inh: 12%; RGS4 inh: 8%; LDHA inh: 0; TrxR1 substrate: -5%[57.1 µM]

How did O=C(COC(=O)Cc1cn2ccsc2n1)Nc1nc2ccccc2s1 do in these assays?
IDH1 R132H inh: 3%; Vif-APOBEC3G blk: 4%; USP1 inh: -11%; Vif-APOBEC3F blk: 4%; Glioma ERSR ind: 0%; TrxR1 inh: 0%; RGS4 inh: inconclusive; LDHA inh: -2; TrxR1 substrate: -6%

Results for CN(C(=O)c1cccc(NC(=O)Cc2ccc(NC(=O)C3CCCN(C(=O)CCc4ccccc4)C3)cc2)c1)C1CCCC1 (stereo unspecified) ?
IDH1 R132H inh: -1%[38.3 µM]; Vif-APOBEC3G blk: -5%; USP1 inh: -28%; Vif-APOBEC3F blk: -4%; Glioma ERSR ind: -2%; TrxR1 inh: 21%; RGS4 inh: 1%; LDHA inh: -4; TrxR1 substrate: 5%

How did Cc1nn(CC(=O)Nc2nnc(C(C)C)s2)c(=O)c2ccccc12 do in these assays?
IDH1 R132H inh: 0%; Vif-APOBEC3G blk: 2%; USP1 inh: -14%; Vif-APOBEC3F blk: 1%; Glioma ERSR ind: -4%; TrxR1 inh: 12%; RGS4 inh: 1%; LDHA inh: -12; TrxR1 substrate: 2%

Results for Nc1nc2n(n1)C(=O)CC(c1ccccc1)N2 (stereo unspecified) ?
IDH1 R132H inh: 7%; Vif-APOBEC3G blk: 9%; USP1 inh: -19%; Vif-APOBEC3F blk: -2%; Glioma ERSR ind: -2%; TrxR1 inh: 12%; RGS4 inh: -43%[56.9 µM]; LDHA inh: -1; TrxR1 substrate: 4%

How did Cc1ccc(C)c(C(=O)COC(=O)CCN2C(=O)C3C4CCC(C4)C3C2=O)c1 (stereo unspecified) do in these assays?
IDH1 R132H inh: 6%; Vif-APOBEC3G blk: -1%; USP1 inh: -7%; Vif-APOBEC3F blk: -1%; Glioma ERSR ind: -2%; TrxR1 inh: -6%; RGS4 inh: 31%; LDHA inh: -10; TrxR1 substrate: -5%

What do the screens show for `COc1ccc([C@H]2C=C3CN(C(=O)OC(C)(C)C)S(=O)(=O)[C@H]3C[C@H]2OC(=O)c2ccc(C(F)(F)F)cc2)cc1`?
IDH1 R132H inh: -9%; Vif-APOBEC3G blk: -5%; USP1 inh: inconclusive; Vif-APOBEC3F blk: -1%; Glioma ERSR ind: -2%; TrxR1 inh: 14%[57.1 µM]; RGS4 inh: 17%; LDHA inh: 4; TrxR1 substrate: 4%[57.1 µM]

Results for O=C(Nc1ccccn1)Nc1ccccc1[N+](=O)[O-] ?
IDH1 R132H inh: 4%; Vif-APOBEC3G blk: -1%; USP1 inh: -15%; Vif-APOBEC3F blk: 7%; Glioma ERSR ind: 8%; TrxR1 inh: 12%; RGS4 inh: -7%; LDHA inh: -2; TrxR1 substrate: -1%

What do the screens show for `COc1ccc(Cn2c(=O)c3oc4ccccc4c3n(Cc3ccccc3)c2=O)cc1`?
IDH1 R132H inh: 0%; Vif-APOBEC3G blk: -2%; USP1 inh: -11%; Vif-APOBEC3F blk: 1%; Glioma ERSR ind: -5%; TrxR1 inh: 17%; RGS4 inh: 3%; LDHA inh: -5; TrxR1 substrate: 2%

A section from further up, for reference:
What do the screens show for `COc1ccc([C@H]2C=C3CN(C(=O)OC(C)(C)C)S(=O)(=O)[C@H]3C[C@H]2OC(=O)c2ccc(C(F)(F)F)cc2)cc1`?
IDH1 R132H inh: -9%; Vif-APOBEC3G blk: -5%; USP1 inh: inconclusive; Vif-APOBEC3F blk: -1%; Glioma ERSR ind: -2%; TrxR1 inh: 14%[57.1 µM]; RGS4 inh: 17%; LDHA inh: 4; TrxR1 substrate: 4%[57.1 µM]

Results for O=C(Nc1ccccn1)Nc1ccccc1[N+](=O)[O-] ?
IDH1 R132H inh: 4%; Vif-APOBEC3G blk: -1%; USP1 inh: -15%; Vif-APOBEC3F blk: 7%; Glioma ERSR ind: 8%; TrxR1 inh: 12%; RGS4 inh: -7%; LDHA inh: -2; TrxR1 substrate: -1%

What do the screens show for `COc1ccc(Cn2c(=O)c3oc4ccccc4c3n(Cc3ccccc3)c2=O)cc1`?
IDH1 R132H inh: 0%; Vif-APOBEC3G blk: -2%; USP1 inh: -11%; Vif-APOBEC3F blk: 1%; Glioma ERSR ind: -5%; TrxR1 inh: 17%; RGS4 inh: 3%; LDHA inh: -5; TrxR1 substrate: 2%

Compound activity: PubChem, National Center for Advancing Translational Sciences (NCATS)

Only part of the results is shown; rates above refer to the full screens.
